Screens: PubChem BioAssay, The Scripps Research Institute Molecular Screening Center
TPT1 inh: inhibitors of Candida albicans tRNA 2'-phosphotransferase TPT1; AID 1962; inhibition, % at 5 µM; recombinant caTPT1, FP RNA substrate dephosphorylation; 300,000 tested, 0.81% active;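 active = inhibition above the mean of all tested compounds plus 3 SD, set per screening campaign, cut at about 24% in these data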;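 note: plate controls were DMSO alone for no effect and ferristatin control at 100 nM for full effect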
core dimer inh: HCV core protein dimerization inhibition. AID 1899. inhibition, % at 5 µM. TR-FRET GST/Flag-core106 dimerization, 1536-well. 300,000 tested, 0.33% active;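 active = inhibition above the mean of all tested compounds plus 3 SD, set per screening campaign, cut at about 45% in these data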
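Assay system: tagged HCV core106 pair (GST and Flag); medium: KF-containing HEPES buffer, pH 7.45, DTT, CHAPS, BSA; also added: Eu donor and XL665 acceptor anti-tag antibodies; dosing: 5 µM single dose; timing: compound-protein-antibody incubation 4 h at 22.5 °C; signal: TR-FRET 671 and 617 nm emission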
AHR activator: activators of human aryl hydrocarbon receptor | AID 2796 | activation, % at 5 µM | AHR-responsive luciferase reporter cells, luminescence | 320,000 tested, 2.5% active | P35869; in the data active = activation above about 47%;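 note: 0% = vehicle wells and 100% = reference agonist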
Fh CTSL1 inh: cathepsin L1 inhibition, PFM18AAP counter-screen | recombinant F. hepatica cathepsin L1, Z-Leu-Arg-MCA fluorescence | inhibition, % at 5.96 µM | 300,000 tested, 0.49% active;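 active = inhibition above the mean of all tested compounds plus 3 SD, set per screening campaign, cut at about 17% in these data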;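 note: 0% = plate median of test compound wells and 100% = 1 µM Z-Phe-Ala-diazomethylketone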
PP5 inh: inhibitors of human protein phosphatase 5 (PP5) | P53041 | purified PP5c, OMFP substrate fluorescence | inhibition, % at 6.7 µM | 320,000 tested, 0.18% active | AID 1987;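 active = inhibition above the campaign's mean inhibition across all tested compounds plus 3 SD, cut at about 9.5% in these data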;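 note: 0% = DMSO only and 100% = 100 µM cantharidin control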
Target sequence (P53041 whole entry, looked up): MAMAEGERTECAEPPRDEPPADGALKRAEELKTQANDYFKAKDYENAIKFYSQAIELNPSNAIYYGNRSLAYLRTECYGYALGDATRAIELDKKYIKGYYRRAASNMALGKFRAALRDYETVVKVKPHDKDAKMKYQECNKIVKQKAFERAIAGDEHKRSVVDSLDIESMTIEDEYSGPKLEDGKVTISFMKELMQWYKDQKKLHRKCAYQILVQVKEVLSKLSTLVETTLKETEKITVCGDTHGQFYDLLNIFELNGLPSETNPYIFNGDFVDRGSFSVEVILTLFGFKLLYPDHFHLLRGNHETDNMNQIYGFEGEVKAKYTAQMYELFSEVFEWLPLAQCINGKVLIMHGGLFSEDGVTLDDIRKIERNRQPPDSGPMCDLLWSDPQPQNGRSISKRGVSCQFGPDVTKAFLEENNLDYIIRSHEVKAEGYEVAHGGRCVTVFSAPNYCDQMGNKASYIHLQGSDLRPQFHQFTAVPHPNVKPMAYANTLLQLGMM
PP1 inh: PP1-alpha (human) inhibition in PP5 counter-screen | P62136 | purified PP1alpha, OMFP fluorescence | inhibition, % at 6.7 µM | 320,000 tested, 0.9% active | AID 2235;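 active = inhibition above the mean inhibition of all tested compounds plus 3 SD, computed separately for each screening campaign, cut at about 15% in these data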
procasp3 activ: activates human procaspase-3. P42574. recombinant procaspase-3 D3A, Ac-DEVD-pNA absorbance 405 nm. activation, % at 8.5 µM. 330,000 tested, 0.11% active;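 active = activation above the mean of all tested compounds plus 3 SD, cut at about 21% in these data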;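 note: 0% = DMSO alone and 100% = DMSO wells spiked with extra 5 µM PC-3 D3A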
Target sequence (P42574 whole entry D9A/D28A/D175A): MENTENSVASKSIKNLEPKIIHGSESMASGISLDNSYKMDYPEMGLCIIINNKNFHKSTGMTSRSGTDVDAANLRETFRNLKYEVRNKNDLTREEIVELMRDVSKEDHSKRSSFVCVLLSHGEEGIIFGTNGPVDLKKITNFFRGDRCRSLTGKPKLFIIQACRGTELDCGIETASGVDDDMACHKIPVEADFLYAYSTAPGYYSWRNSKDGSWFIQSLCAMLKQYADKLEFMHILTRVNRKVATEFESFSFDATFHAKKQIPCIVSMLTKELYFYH
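Test system: Procaspase-3 D3A mutant; medium: Zinc-free HEPES/NaCl buffer with 0.01% Triton X-100 at pH 7.4; reagent: DEVD-pNA substrate; doses: one concentration, 8.5 µM nominal, 0.8% DMSO; times: 1 h preincubation plus 2 h reaction at 25 °C; signal: Epi-absorbance at 405 nm of released p-nitroaniline, 0 and 120 min; replicates: singlicate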
procasp7 counter: counter-screen for procaspase-3 activators: activators of human procaspase-7. recombinant procaspase-7, Ac-DEVD-pNA absorbance 405 nm; D23A/D198A/D206A triple mutant, cannot self-cleave; scale: DMSO 0, 5 µM enzyme 100. activation, % at 8.5 µM. 330,000 tested, 0.093% active. AID 463210;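 active = percent activation above the screen-wide mean plus 3 SD, cut at about 25% in these data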
Target sequence (P55210 whole entry D23A/D198A/D206A): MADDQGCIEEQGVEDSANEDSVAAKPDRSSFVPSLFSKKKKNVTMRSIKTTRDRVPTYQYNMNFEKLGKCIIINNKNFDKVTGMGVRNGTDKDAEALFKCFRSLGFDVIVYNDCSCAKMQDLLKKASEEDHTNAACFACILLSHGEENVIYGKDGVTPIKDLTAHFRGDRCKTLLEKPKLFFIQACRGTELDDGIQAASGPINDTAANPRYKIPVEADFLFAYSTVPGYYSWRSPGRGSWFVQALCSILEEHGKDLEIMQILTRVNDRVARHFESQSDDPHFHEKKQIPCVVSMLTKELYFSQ
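Test system: Procaspase-7 triple mutant (PC-7 D3A). Also added: Ac-DEVD-pNA substrate, 400 µM as added. Schedule: 1 h enzyme–compound preincubation and 2 h substrate reaction, both 25 °C. Signal: p-Nitroaniline absorbance at 405 nm, read at 0 and 120 min. Control set: low DMSO alone, high DMSO plus 5 µM PC-7.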
PAFAH2 FP inh: PAFAH2 (human) inhibition. Q99487. inhibition, % at 3.39 µM. AID 492956. 340,000 tested, 0.99% active. recombinant PAFAH2, FP-rhodamine activity probe, fluorescence polarization;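 active = inhibition above the mean over all tested compounds plus 3 SD, cut at about 30% in these data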;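 note: inhibitors block probe labeling of enzyme so polarization drops; 0% = enzyme with DMSO and 100% = wells lacking PAFAH2 protein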
Numbers without * were called inactive; nt = no result given. Rows are unselected; any-hit rate near 5.6%.

SMILES	TPT1 inh	core dimer inh	AHR activator	Fh CTSL1 inh	PP5 inh	PP1 inh	procasp3 activ	procasp7 counter	PAFAH2 FP inh
COCc1ccc(CN2CCCC(C(=O)Nc3ccccc3-c3ccc(OC)cc3)C2)o1 (stereo not drawn)	-3.3	0.8	2.2	-1.0	-1.3	2.8	-0.7	11.3	-0.9
C/C(Cc1ccccc1)=N\NC(=O)CNC(=O)c1cccc(Cl)c1	-0.7	0.3	0.5	-4.7	3.0	-5.3	8.9	4.7	-7.6
O=C(NCCN1CCOCC1)c1cc2cc(Br)ccc2oc1=O	-0.3	-4.4	1.6	-2.8	1.9	1.3	-1.9	6.3	-12.5
COCCCn1c(SCC(=O)N2CCc3ccccc32)nnc1-c1ccco1	-9.3	-0.4	4.2	4.4	0.8	-1.1	-9.9	2.2	-1.5
C[C@]1(C(=O)O)C=C[C@@H](Cc2ccccc2)N1C(=O)c1ccccc1	2.1	3.3	0.6	-3.1	-1.8	1.2	5.6	0.2	3.1
CC1=CC(C)(C)N(C(=O)CSc2ncn[nH]2)c2ccc(C)cc21	-0.7	1.9	-0.4	-2.2	4.4	1.4	5.3	4.6	-2.0
O=C(N/N=C/c1cccs1)/C(=C/c1ccccc1)NC(=O)c1ccccc1	-2.8	3.4	5.4	8.2	3.3	-0.8	1.5	-11.6	-1.4
N#Cc1nc(-c2ccco2)oc1N1CCN(c2cccc(Cl)c2)CC1	1.5	8.8	-5.2	6.3	0.2	-1.3	-1.7	-1.9	6.3
CCN(CC)C(=O)Cn1c(=O)c2ccccc2n2c(=S)sc(-c3cccc(C)c3)c12	4.5	-2.8	2.3	2.7	-0.2	-4.6	-6.4	-7.8	-2.8
C/C(=N/NC(=O)CNC(=O)c1cccnc1)c1cccc([N+](=O)[O-])c1	-1.1	-3.3	18.4	-3.6	2.9	2.6	-1.5	1.7	4.1
O=C(COC(=O)/C=C/c1cccc(F)c1)NC(=O)NC1CCCC1	nt	nt	-0.6	nt	nt	nt	-0.4	4.5	19.3
COC(=O)c1cc(NC(=O)CSc2nc(C)cc(=O)[nH]2)cc(C(=O)OC)c1	-0.7	2.3	-1.0	3.0	-0.2	-0.4	12.3	2.5	8.6
COc1ccccc1N1CCN(C2CCN(C(=O)c3cccc(F)c3)CC2)CC1	3.6	-6.6	-0.8	-2.0	2.5	4.7	1.8	-3.0	-4.8
COc1ccc(-c2nsc(SCC(=O)Nc3cc(C)on3)n2)cc1	1.9	-12.1	-1.9	-1.2	1.5	2.9	4.9	-6.3	2.7
Cc1ccc(OCCC(=O)Nc2ccc3c(c2)OCCCO3)cc1	nt	nt	3.6	nt	4.7	1.4	-1.3	16.2	1.7
NC(=O)c1nnn(-c2nonc2N)c1-c1ccc([N+](=O)[O-])cc1	0.7	-0.6	-0.9	0.7	-1.2	-2.7	-5.6	8.6	-2.6
O=C1/C(=C/c2cccnc2)CCc2c1[nH]c1ccccc21	-7.0	7.6	72.8*	6.7	2.7	-0.2	6.9	5.5	-2.5
O=C1C2CCC(C(O)C2)N1Cc1ccccc1 (stereo not drawn)	-7.6	-4.6	1.0	-0.6	1.6	-1.0	6.2	2.9	-2.6
COC(=O)/C=C\C(=O)Nc1cccc([N+](=O)[O-])c1	2.8	-5.0	6.0	-0.2	-2.6	-1.8	-20.6	-25.7	-0.1
O=C(NC(=S)Nc1ccc(Cl)c(C(=O)O)c1)c1cccc(COc2ccccc2)c1	0.8	28.7	1.0	-0.2	0.2	2.6	-6.3	-19.0	-0.1
COC(=O)c1ccccc1NC(=O)Cn1c(=O)oc2ccc(Cl)cc21	-1.5	-3.0	0.4	3.7	-1.7	-2.4	3.3	4.3	3.4
COc1cc(/C=C2\CCc3ccccc3C2=O)cc(OC)c1OC	-1.1	0.3	9.7	-2.3	2.7	-1.4	8.1	8.2	-0.2
CCN1CCN(C(=O)Nc2cc(Cl)ccc2OC)CC1	0.6	1.2	15.6	0.8	0.2	-1.4	3.5	-9.4	-7.2
Cc1ccc(S(=O)(=O)Nc2ccc3nc(C)sc3c2)c(C)c1	nt	nt	2.5	nt	1.9	-3.5	-1.2	-9.8	5.3
CC(C)c1cc(C(=O)N2CCCC(Nc3ccc(F)c(F)c3)C2)nc(N)n1 (stereo not drawn)	0.4	2.7	0.4	1.0	2.0	-4.1	10.4	-6.5	2.9

An excerpt from above, reduced to Fh CTSL1 inh, core dimer inh and PAFAH2 FP inh:
| structure | Fh CTSL1 inh | core dimer inh | PAFAH2 FP inh |
| --- | --- | --- | --- |
| Cc1ccc(OCCC(=O)Nc2ccc3c(c2)OCCCO3)cc1 | nt | nt | 1.7 |
| NC(=O)c1nnn(-c2nonc2N)c1-c1ccc([N+](=O)[O-])cc1 | 0.7 | -0.6 | -2.6 |

Part of the list above in order of number of heavy atoms, smallest number first.
SMILES	TPT1 inh	core dimer inh	AHR activator	Fh CTSL1 inh	PP5 inh	PP1 inh	procasp3 activ	procasp7 counter	PAFAH2 FP inh
COC(=O)c1ccccc1NC(=O)Cn1c(=O)oc2ccc(Cl)cc21	-1.5	-3.0	0.4	3.7	-1.7	-2.4	3.3	4.3	3.4
COCCCn1c(SCC(=O)N2CCc3ccccc32)nnc1-c1ccco1	-9.3	-0.4	4.2	4.4	0.8	-1.1	-9.9	2.2	-1.5
CCN(CC)C(=O)Cn1c(=O)c2ccccc2n2c(=S)sc(-c3cccc(C)c3)c12	4.5	-2.8	2.3	2.7	-0.2	-4.6	-6.4	-7.8	-2.8

Going on with the list:
SMILES	TPT1 inh	core dimer inh	AHR activator	Fh CTSL1 inh	PP5 inh	PP1 inh	procasp3 activ	procasp7 counter	PAFAH2 FP inh
O=S(=O)(Nc1cccnc1Cl)c1ccc(-c2ccccc2)cc1	1.7	7.2	-1.0	-1.1	-4.8	2.6	-11.4	-3.9	-1.3
Cc1ccc(C)c(OCC(=O)N/N=C/c2ccsc2)c1	-1.1	1.5	2.0	0.0	0.9	2.1	9.4	-2.9	-1.6
Cc1cc(CNC(=O)Cn2nc(C)c([N+](=O)[O-])c2C)c2ccccc2n1	-0.4	-0.6	3.5	6.4	3.7	0.1	-4.6	0.9	-2.1
O=C(CSc1ccc(-c2ccncc2)nn1)N1CCN(c2ccccc2)CC1	-4.5	-2.3	7.2	0.4	0.2	-4.7	3.3	14.0	6.5
CC(C)(O)c1[nH]c2cc(C(F)(F)F)ccc2c1C(C)(C)O	0.6	-0.5	15.8	-0.9	0.2	-3.1	-5.6	-4.9	13.6
Fc1cccc(C2CCCCN2Cc2nc(C3CC3)no2)c1 (stereo not drawn)	-2.0	1.1	0.1	7.0	0.7	2.5	6.5	3.6	3.3
Cc1ccc(CNS(=O)(=O)c2ccc3c(c2)OCCO3)cc1	-1.4	6.0	-1.7	-0.3	0.7	-3.8	1.7	-9.7	6.2
O=C(C1CCCCC1)N1CCN(C(=O)C2CCCCC2)CC1	-4.8	0.7	0.6	-2.4	-0.9	-0.7	1.0	-2.4	-1.2
CSc1ccc(-c2cc(=O)c3ccccc3o2)cc1	6.6	8.2	38.2	0.9	1.4	-1.2	-0.9	3.0	8.9
COc1ccccc1CNC(=O)CNCC1CCCO1 (stereo not drawn)	1.1	1.8	2.8	-0.5	3.7	3.8	0.8	4.2	9.0
COC(=O)c1cccc(C23CC4(C2)[C@H](CN(Cc2cccnc2)[C@@H]4c2ccccc2)C3c2ccc(Cl)nc2)c1 (stereo partly drawn)	-2.0	12.6	3.2	3.0	2.7	10.2	1.8	-6.5	-3.9
CCOc1ccc(NCc2nnc(SCC(=O)Nc3nc(-c4ccccc4)cs3)n2-c2ccccc2)cc1	0.5	31.3	2.7	-1.0	2.3	28.0*	-1.3	0.3	-7.3
COc1ccc(S(=O)(=O)N2CCOCC2)cc1C(=O)Nc1cc(C)on1	-1.7	-0.9	-0.3	-2.5	-0.4	-2.9	6.3	9.4	3.0
O=C(c1cc([N+](=O)[O-])ccc1N1CCOCC1)N1CCOCC1	-3.7	-2.7	-0.1	2.5	0.7	3.1	-2.2	-0.3	-5.5
c1cncc(-c2nc3ccccn3c2Nc2ccc3c(c2)OCCO3)c1	-4.7	-3.4	9.9	2.3	1.4	-0.7	-2.1	-11.1	11.9
Cc1nn(C)c(C(=O)Nc2cccc(CN3CCOCC3)c2)c1Br	-1.3	-5.9	12.1	-4.7	0.6	0.5	3.7	1.5	-6.9
CC(=O)c1ccccc1NC(=O)c1ccc(OCc2c(C)noc2C)cc1	nt	nt	-6.5	nt	nt	nt	3.9	-11.8	-5.7
O=C(c1cccc2ccccc12)n1nnc2ccccc21	0.4	2.2	3.4	-8.4	0.6	-3.3	5.6	1.3	nt
Cc1nc(NC(=O)c2ccccc2)sc1C1(C)CC(c2ccccc2F)=NO1 (stereo not drawn)	2.3	-4.6	22.8	-0.1	3.1	2.8	-2.0	-1.9	1.6
COc1ccc(/C=C(/C(=O)Nc2ccccc2C(=O)N2CCCC2)c2ccccc2)cc1	-0.6	5.8	10.2	-2.4	1.0	-1.1	-3.1	14.4	4.2
O=c1c(=O)n(O)c2ccccc2n1O	-0.4	-4.6	8.8	0.6	2.5	0.6	2.0	-4.3	-6.0
Cc1cccc(CSc2nnc(-c3cnccn3)n2C)c1	-2.4	-4.5	-2.5	-1.2	1.7	-2.7	-0.5	12.4	-4.4
COc1ccc(C(=O)Nn2c(SCC(=O)NCC3CCCO3)nc3ccccc3c2=O)cc1 (stereo not drawn)	4.1	2.4	6.4	7.2	0.0	3.6	7.5	4.5	5.7
COc1ccc(CCNC(=O)C/C(C)=N/NC(=O)COc2ccc(C)cc2Br)cc1OC	-0.6	-4.6	6.9	-0.7	2.9	6.5	5.0	-1.8	-2.4
NC(=O)COC(=O)c1c2c(nc3ccccc13)CCCC2	1.3	-2.6	1.2	-3.0	-2.1	-5.2	-5.7	16.9	1.8

(listing goes on)
SMILES	TPT1 inh	core dimer inh	AHR activator	Fh CTSL1 inh	PP5 inh	PP1 inh	procasp3 activ	procasp7 counter	PAFAH2 FP inh
CC(C)[C@H](NC(=O)c1ccccc1Cl)C(=O)OCc1cc([N+](=O)[O-])cc2c1OCOC2	-3.5	-0.1	-3.3	-9.4	3.4	1.9	4.4	6.4	1.6
Cc1nc(Cl)cc(N/N=C/c2ccc(O)cc2)n1	-1.5	-2.9	9.6	7.0	1.9	-0.7	5.6	6.1	-6.2
O=C(CSc1n[nH]c(-c2ccccn2)n1)Nc1ccccc1	-3.2	-7.2	-0.3	-3.8	5.5	0.5	5.1	2.7	6.2
CCC(=O)N(Cc1cc2cc(OC)ccc2[nH]c1=O)c1cc(C)ccc1C	-2.2	3.0	25.5	0.4	3.3	-0.9	6.8	7.6	-9.3
CC(C)[C@H](NC(=O)c1ccccc1)C(=O)Nc1ccc2c(c1)OCO2	nt	nt	28.8	nt	0.4	0.3	-3.4	7.0	4.9
O=C(CSc1ccc(-c2ccco2)nn1)Nc1ccccc1	-1.3	-1.4	0.1	-13.1	0.5	-0.4	-10.5	-18.0	-7.2
Cc1cc(C)cc(OCC(=O)Nc2ccc(N3CCCCC3)cc2)c1	-3.9	-10.4	-0.9	8.6	-1.3	7.2	4.8	-12.7	3.1
